FadD28 FP inh = inhibitors of Mycobacterium tuberculosis FadD28 bisubstrate binding. AID 588549. actives 0.22% (n = 360,000). FadD28 bisubstrate probe binding, fluorescence polarization. inhibition, % at 12.5 µM; in the data active means inhibition above about 8.5%, passing the limit was not always enough
GDH-TPI inh = GDH-TPI coupled enzyme inhibition counter-screen; GDH-TPI coupled enzyme counterscreen, NADH absorbance; inhibition, % at 4.8 µM; actives 1.2% (n = 360,000); in the data active means inhibition above about 30%;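 further: 0% = DMSO wells and 100% = wells lacking the enzyme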
BioA inh = blocks M. tuberculosis BioA enzyme activity | purified M. tuberculosis BioA enzyme, plate reader | inhibition, % at 9.99 µM | actives 0.096% (n = 360,000); in the data active means inhibition above about 40%
TcdB GH inh = blocks C. difficile toxin B glycohydrolase activity | P18177 | actives 0.24% (n = 350,000) | inhibition, % at 9.99 µM | TcdB glycohydrolase enzymatic assay, plate reader; in the data active means inhibition above about 10%
Target sequence (P18177 whole entry, looked up): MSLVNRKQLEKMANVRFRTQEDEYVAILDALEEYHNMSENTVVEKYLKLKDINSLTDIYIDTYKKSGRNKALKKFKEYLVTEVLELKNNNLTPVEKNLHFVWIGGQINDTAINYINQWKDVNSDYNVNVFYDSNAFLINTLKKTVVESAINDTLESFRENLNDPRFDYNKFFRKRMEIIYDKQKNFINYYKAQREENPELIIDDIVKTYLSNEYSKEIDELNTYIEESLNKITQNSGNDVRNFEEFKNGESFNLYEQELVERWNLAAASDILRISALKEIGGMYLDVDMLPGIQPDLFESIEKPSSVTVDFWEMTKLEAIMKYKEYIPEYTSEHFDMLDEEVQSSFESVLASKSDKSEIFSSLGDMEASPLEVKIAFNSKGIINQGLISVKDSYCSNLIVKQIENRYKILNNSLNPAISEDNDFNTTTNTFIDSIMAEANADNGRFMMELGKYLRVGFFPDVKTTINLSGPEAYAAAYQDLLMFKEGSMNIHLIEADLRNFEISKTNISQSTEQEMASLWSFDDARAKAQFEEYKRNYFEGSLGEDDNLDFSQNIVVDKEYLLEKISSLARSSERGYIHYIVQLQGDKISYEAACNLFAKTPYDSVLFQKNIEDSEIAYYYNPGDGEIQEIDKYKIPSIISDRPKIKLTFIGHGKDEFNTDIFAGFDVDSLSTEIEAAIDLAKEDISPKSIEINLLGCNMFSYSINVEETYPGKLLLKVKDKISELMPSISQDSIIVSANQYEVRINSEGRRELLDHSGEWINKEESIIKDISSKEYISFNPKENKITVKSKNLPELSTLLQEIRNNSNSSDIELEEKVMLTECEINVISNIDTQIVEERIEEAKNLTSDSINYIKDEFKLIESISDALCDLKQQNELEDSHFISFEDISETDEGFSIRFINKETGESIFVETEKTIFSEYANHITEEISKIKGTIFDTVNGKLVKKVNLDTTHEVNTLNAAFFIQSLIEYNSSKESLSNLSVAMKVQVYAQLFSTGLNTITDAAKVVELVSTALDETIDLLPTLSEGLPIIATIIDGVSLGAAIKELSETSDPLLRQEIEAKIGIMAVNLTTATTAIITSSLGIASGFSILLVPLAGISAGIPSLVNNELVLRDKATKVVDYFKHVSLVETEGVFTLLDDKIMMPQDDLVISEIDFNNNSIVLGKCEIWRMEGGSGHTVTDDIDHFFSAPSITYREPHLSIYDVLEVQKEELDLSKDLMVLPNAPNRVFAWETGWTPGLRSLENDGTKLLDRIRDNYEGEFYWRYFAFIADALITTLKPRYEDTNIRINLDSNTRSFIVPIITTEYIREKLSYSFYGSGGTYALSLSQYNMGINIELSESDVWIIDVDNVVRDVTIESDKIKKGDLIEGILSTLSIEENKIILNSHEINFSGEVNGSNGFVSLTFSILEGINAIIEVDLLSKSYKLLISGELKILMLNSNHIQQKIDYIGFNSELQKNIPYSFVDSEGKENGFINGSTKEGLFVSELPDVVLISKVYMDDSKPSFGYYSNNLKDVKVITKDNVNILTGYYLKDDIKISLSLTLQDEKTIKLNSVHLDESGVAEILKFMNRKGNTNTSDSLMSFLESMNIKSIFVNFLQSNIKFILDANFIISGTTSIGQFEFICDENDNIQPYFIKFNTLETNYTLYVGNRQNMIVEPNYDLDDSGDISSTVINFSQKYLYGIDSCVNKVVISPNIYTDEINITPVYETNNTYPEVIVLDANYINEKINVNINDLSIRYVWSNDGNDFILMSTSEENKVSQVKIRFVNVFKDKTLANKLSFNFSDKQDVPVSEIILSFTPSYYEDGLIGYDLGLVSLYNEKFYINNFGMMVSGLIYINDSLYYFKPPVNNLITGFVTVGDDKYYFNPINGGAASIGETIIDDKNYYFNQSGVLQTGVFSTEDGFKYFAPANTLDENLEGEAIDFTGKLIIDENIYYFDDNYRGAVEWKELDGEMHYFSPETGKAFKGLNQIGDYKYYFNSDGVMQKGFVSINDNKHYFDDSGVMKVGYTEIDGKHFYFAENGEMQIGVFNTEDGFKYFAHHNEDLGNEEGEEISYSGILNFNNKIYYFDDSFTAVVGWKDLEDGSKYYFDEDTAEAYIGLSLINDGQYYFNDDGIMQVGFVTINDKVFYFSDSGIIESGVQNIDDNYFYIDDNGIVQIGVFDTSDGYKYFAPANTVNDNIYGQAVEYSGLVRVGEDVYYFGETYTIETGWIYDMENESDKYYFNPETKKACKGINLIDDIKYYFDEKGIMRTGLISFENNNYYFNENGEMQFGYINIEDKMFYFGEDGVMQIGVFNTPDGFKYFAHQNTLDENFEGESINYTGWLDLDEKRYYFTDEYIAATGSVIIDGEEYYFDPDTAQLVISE
Y pestis TopoI = inhibitors of Yersinia pestis topoisomerase I; Y. pestis Topo-I cleavage product accumulation, plate reader; activity, % at 10 µM; actives 0.064% (n = 360,000); AID 504884; in the data active means activity above about 50%, passing the limit was not always enough; further: inactives centre near 2
PfHsp40 rescue = rescue of PfHsp40-mediated yeast toxicity. AID 504582. S. cerevisiae expressing PfHsp40, growth rescue, ATP luminescence. growth rescue, % at 12.5 µM. actives 0.68% (n = 340,000); in the data active means growth rescue above about 28%, passing the limit was not always enough;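 further: yeast W303a lacking pdr1 and pdr3 grown in galactose medium; growth measured after three days at 30 °C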
FBA Mtb inh = inhibits M. tuberculosis FBA enzyme. P9WQA3. purified M. tuberculosis FBA, fluorescence read-out. inhibition, % at 1 µM. actives 2.3% (n = 360,000). AID 588726; in the data active means inhibition above about 27%;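 further: 0% = vehicle and 100% = reference inhibitor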
Mtb UGM inh = Mtb UDP-galactopyranose mutase inhibition. P9WIQ1. purified UGM, fluorescence polarization probe displacement. inhibition, % at 10 µM. actives 0.06% (n = 320,000). AID 504406; in the data active means inhibition above about 10%, passing the limit was not always enough
Vc quorum ag = quorum light induction in luxS cqsA deficient V. cholerae | activation, % at 18.7 µM | actives 0.16% (n = 350,000) | V. cholerae BH1578 lux reporter, luminescence, 6 h | AID 588436; in the data active means activation mostly above about 9.7%, no sharp cut-off; further: not every result past the cut was called active; inactives centre near 0; reference of the scale not given here
Numbers without * were called inactive; i = inactive; x = not tested or not shown; & = joins results of further samples.

SMILES	FadD28 FP inh	GDH-TPI inh	BioA inh	TcdB GH inh	Y pestis TopoI	PfHsp40 rescue	FBA Mtb inh	Mtb UGM inh	Vc quorum ag
COc1ccc(NC(=O)c2cccc(Cn3cc(Br)cn3)c2)cn1	-2.6	2	0.0	x	2	0.3	-1	-0.3	-0.3
CC1(C)CC(=O)C(C=Nc2ccncc2)=C(O)C1	-0.7	-6	-0.5	x	3	0.2	-2	2.7	i
CCc1nnc(NC(=O)CSc2nnc(COc3ccc(C)cc3)n2-c2ccccc2)s1	-0.8	3	3.3	x	4	5.8	3	3.0	-1.6
COc1cc(CNc2nccn3ccnc23)cc(OC)c1	-4.6	1	-0.8	0.2	-2	x	-2	x	i
O=C(NC(Cc1ccc(O)cc1)C(=O)O)/C(=C/c1ccccc1)NC(=O)c1ccccc1 (stereo not drawn)	-1.4	6	-1.2	-0.6	-4	0.4	1	0.1	-0.4
Cc1cc(C(=O)CSc2n[nH]c(N)n2)c(C)n1-c1cccc(F)c1	-0.9	5	-0.7	1.1	10	-0.2	2	0.4	-0.8
COc1ccc(CCNC(=O)c2nn(C)c3c2CS(=O)(=O)c2ccccc2-3)cc1OC	-2.1	4	1.3	x	-3	0.0	-7	1.2	i
COc1ccccc1N1CCN(C2CCCN(Cc3c(F)cccc3F)C2)CC1 (stereo not drawn)	-3.2	7	-1.1	1.4	24	-0.1	1	1.0	2.0
COc1ccc(NC(=O)COc2cccc(-n3cnnn3)c2)cc1	-1.9	10	-5.7	-1.8	-3	-0.5	2	0.1	i
O=[N+]([O-])c1ccc(N2CCCCC2)cc1NCCOc1ccccc1	-0.1	3	x	x	3	-2.3	3	-0.3	0.6
O=C1COc2ccc(C(=O)CSc3nnnn3-c3ccccc3)cc2N1	-1.0	8	-0.9	2.1	4	0.2	0	3.4	-0.2
N#Cc1ccc(C(=O)Nc2ccc(N3CCN(C(=O)c4ccco4)CC3)cc2)c(F)c1	0.4	14	12	x	3	-0.7	1	2.3	i
CC1(C)Cc2nc3sc(C(N)=O)c(N)c3cc2CO1	-0.6	18	3.2	-0.7	-4	1.0	-4	-1.5	i
COCCNC(=O)CSc1nnc(NC(=O)C2CC(=O)N(c3ccccc3OC)C2)s1 (stereo not drawn)	-4.5	-2	-0.8	1.4	-1	4.0	-2	-5.2	-1.0
CCC(Sc1nc(N)cc(=O)[nH]1)C(=O)Nc1cc(C)on1 (stereo not drawn)	-1.3	9	-2.8	0.0	-10	-2.7	0	-1.6	-2.1
CCCc1cc(=O)oc2c(CNc3ccc(OCC)cc3)c(O)ccc12	2.4	9	0.1	1.7	0	48*	165*	-0.5	-0.5
CCN1CCN(C(=O)CS(=O)(=O)Cc2nc(-c3cccc(OC)c3)oc2C)CC1	0.0	-2	x	0.6	3	-1.7	-2	-1.6	-4.3
COc1cccc(-c2nc(C#N)c(N3CCN(C(=O)c4ccco4)CC3)o2)c1	-1.1	12	1.3	0.4	0	-0.4	27	-0.3	-0.1
Cc1cccc(C)c1NC(=O)CCN1C(=O)C2C3CCC(C3)C2C1=O (stereo not drawn)	-0.6	-1	-0.9	x	1	-0.7	0	2.5	i
O=C(CN(Cc1ccco1)Cc1cccs1)N1CCN(S(=O)(=O)c2cccc(F)c2)CC1	-3.5	-5	-0.6	1.7	15	-0.6	-2	0.1	-0.3
CC(=O)N1CCN(C(=O)COC(=O)c2ccc(S(C)(=O)=O)cc2)CC1	0.5	7	1.2	0.8	3	-0.7	1	1.2	0.4
N#Cc1nc(COc2ccc(F)cc2)oc1N1CCCCC1	-1.2	-4	x	1.0	2	0.8	0	-1.1	i
COc1ccc(C(C)NC(=O)CCc2ccccc2)cc1 (stereo not drawn)	-4.1	0	-0.1	1.0	-1	-1.9	-1	4.0	-0.5
C=C1C[C@]23C[C@@]1(O)CC[C@H]2[C@@]12C=C[C@H](O)[C@@](C)(C(=O)O1)[C@H]2[C@@H]3C(=O)O	-2.8&0.0	-3&9	-1.6&-1.2	0.8&0.5	-2&3	-0.5&-2.2	-3&-2	-0.6&1.4	-0.3
Cc1ccc(-c2nnc(NCc3nc4ccccc4[nH]3)c3ccccc23)cc1S(=O)(=O)N1CCOCC1	-3.8	11	-1.9	x	-3	1.7	0	-0.1	-0.5
COc1cccc(C=NNc2nnc(NN=Cc3cccc(OC)c3OC)c3ccccc23)c1OC	-20	22	x	0.2	-9	-1.0	-1	x	0.8
CC(C)CC(=O)Nc1ccc(Nc2ccccc2)cc1	-1.2	1	x	x	-10	-0.1	-4	0.2	i
O=c1cc(N2CCCCC2)c(-c2ccccc2)n[nH]1	-3.3	10	x	2.1	5	-1.2	-1	1.7	i
COc1ccc(NS(=O)(=O)c2ccc(NC(=O)C(CCSC)NC(N)=O)cc2)cc1 (stereo not drawn)	-2.7	3	x	-0.2	5	-0.5	0	-1.6	i
O=C(COc1ccc(Cl)cc1[N+](=O)[O-])N1CCCCC1	-0.3	4	-2.4	1.6	-4	0.4	-2	-1.9	i
COc1ccc2nc(C)cc(Nc3ccccc3OC)c2c1	-2.6	11	1.8	1.2	-6	x	3	x	i
CC(=O)N1CCN(CCN=CC2=C(O)CC(C)(C)CC2=O)CC1	-2.3	-1	-1.4	x	2	0.0	0	-1.1	-1.0
CC(=O)NC(CC(=O)NNC(=O)COc1c(C)cccc1C)c1ccccc1 (stereo not drawn)	-4.2	-1	x	-0.3	5	-2.1	-2	3.8	x
Cc1cccc(NC(=S)NCCc2c[nH]c3ccccc23)c1	-2.1	5	x	x	-7	3.1	-3	-0.5	-0.3
CN(C)c1ccc(-c2ccnc3c2CC(C)(C(=O)NCc2ccco2)O3)cc1 (stereo not drawn)	-1.1	14	-0.5	-1.0	2	x	31*	x	0.8
CNC(=S)N/N=C/c1ccc(-c2ccc(C(=O)O)cc2)o1	2.9	53*	-1.5	-0.6	-7	-1.1	41*	0.5	-0.7
COC(=O)C1=C(C)N(c2ccc(C(=O)OC)cc2)C(=O)C1	-2.0	0	3.1	x	5	1.4	-6	0.8	i
O=C(c1cnn(-c2nc3ccccc3s2)c1)c1ccccc1O	0.4	10	-3.7	x	-12	0.4	1	-1.0	-1.3
COc1ccc(C[C@H]2CN3C(=NC[C@@H]3Cc3ccc(O)cc3)N2CCNC(=O)c2ccc(C)c(Br)c2)cc1	-7.1	-6	1.0	1.2	-13	3.2	-1	-3.2	i
CC(OC(=O)c1cccc(NS(C)(=O)=O)c1)C(=O)Nc1ccc(N2CCOCC2)cc1 (stereo not drawn)	-4.1	-4	1.1	x	-10	0.6	-12	8.1	-7.9
Cc1cccc(OCc2n(CC(=O)OC3CC(C)CCC3C(C)C)c3ccccc3[n+]2C)c1 (stereo not drawn)	-8.3	3	x	x	13	x	1	3.8	-0.4
CCOCCOC(=O)COc1ccc2c(=O)c(Oc3ccc(OC)cc3)coc2c1	-4.4	0	0.0	1.7	1	-0.3	-4	1.0	-1.4
O=C(Nc1ccc(Cl)cc1)N(Cc1nc2ccccc2c(=O)[nH]1)Cc1cccs1	-6.6	2	-0.3	x	-9	0.3	1	-3.6	1.7
CCN1CCN(c2nc3c(c(=O)[nH]2)CCC3)CC1	0.8	5	-4.2	-0.8	-7	-2.2	3	-0.7	-0.8
COc1ccc2cc(C#N)c(SCC(=O)N3CCCC3)nc2c1	-0.4	20	11	-1.8	1	1.7	4	1.4	-0.2
CN(C)Cc1c(C(=O)N/N=C/c2ccc(OCc3c(F)cccc3Cl)cc2)nnn1-c1nonc1N	-2.6	7	-2.2	0.4	6	1.7	-7	-2.9	-0.4
CCCc1cc(=O)n2[nH]c(-c3ccc(Cl)cc3)cc2n1	-4.6	-5	0.3	0.5	-3	-0.5	9	0.1	i
O=S(=O)(NCCC1=CCCCC1)c1cccc(Br)c1	-1.2	11	x	1.6	-3	1.4	3	-1.4	-0.3

Screening results (PubChem)
